# Screens: PubChem BioAssay, NMMLSC
# Bcl-XL Bim block – inhibitors of Bim-Bcl-XL binding, primary screen, biochemical, multiplexed, bead flow cytometry, human Bcl-XL; Bcl-2-like protein 1 (Homo sapiens), Q07817; Bim peptide-Bcl-XL binding, fluorescence; inhibition, % at 10 µM; hit rate 0.04% among 190,000; AID 1007, 2008
# Target sequence (Q07817 whole entry, looked up): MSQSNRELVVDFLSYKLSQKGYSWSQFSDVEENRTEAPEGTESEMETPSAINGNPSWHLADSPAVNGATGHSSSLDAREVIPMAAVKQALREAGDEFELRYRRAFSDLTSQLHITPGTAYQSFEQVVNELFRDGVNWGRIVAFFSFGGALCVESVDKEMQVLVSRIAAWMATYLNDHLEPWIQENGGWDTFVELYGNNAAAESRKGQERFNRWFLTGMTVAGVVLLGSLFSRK
# Bim-Bcl-2 – inhibitors of Bim-Bcl-2 binding, primary screen, biochemical, multiplexed, human Bcl-2 family | Apoptosis regulator Bcl-2 (Homo sapiens), P10415 | Bead-based flow cytometry, Bim peptide-Bcl-2 binding | inhibition, % at 10 µM | hit rate 0.06% among 190,000; in the data active = inhibition above about 40%; inconclusive = no clear call, values can overlap the other calls;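 note: 0% = no compound wells with probe peptide and 100% = reference peptide inhibitor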
# Bcl-W Bim block – inhibitors of Bim binding to Bcl-W, primary screen, biochemical, multiplexed, bead-based flow cytometry. Bim peptide-Bcl-W binding. hit rate 0.02% among 190,000. Bcl-2-like protein 2 (Homo sapiens), Q92843. inhibition, % at 10 µM;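 note: 0% = bound tracer without compound and 100% = peptide blocker; higher means less fluorescent Bim peptide bound to Bcl-W beads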
# Target sequence (Q92843 whole entry, looked up): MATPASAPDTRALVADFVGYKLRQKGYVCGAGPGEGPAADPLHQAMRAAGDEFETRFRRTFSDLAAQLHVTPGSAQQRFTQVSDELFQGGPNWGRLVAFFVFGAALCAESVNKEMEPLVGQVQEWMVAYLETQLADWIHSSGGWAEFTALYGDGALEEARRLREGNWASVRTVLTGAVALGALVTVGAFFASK
# Bim-Bfl-1 – inhibitors of Bim binding to Bfl-1, primary screen, biochemical, multiplexed, bead-based flow cytometry; Bim-Bfl-1 binding inhibition; inhibition, % at 10 µM; hit rate 0.12% among 190,000; AID 1008, 2008;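 note: 0% = wells without compound plus tracer and 100% = blocker peptide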
# Avidin fluor – green autofluorescence of compounds with avidin beads – biophysical, 488/530 nm, flow cytometry, artefact control, profiling panel; compound fluorescence 488/530 nm; active compounds read high; fluorescence (KMESF) at 10 µM; hit rate 0.38% among 220,000; AID 1775, 2009; in the data active = fluorescence above about 47; note: inactives centre near 10
# ABCG2 inh – ABCG2 efflux pump inhibitors, primary screen, multiplex with ABCB1, IgMXP3 cells, flow cytometry; inhibition, % at 6.6 µM; AID 1325, 2008; JC-1 efflux; hit rate 0.1% among 190,000; Broad substrate specificity ATP-binding cassette transporter ABCG2 (Homo sapiens), Q9UNQ0;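 active = inhibition above 80%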;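 note: 0% = DMSO and 100% = nicardipine control wells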
#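 Times: 10 min at 25 °C | Test system: Two drug-resistant human cell lines, ABCG2 and ABCB1 | Quantity: 3 million cells/mL final, two lines in 1:1 ratio | Signal: Flow cytometry, 530 nm JC-1 signal | Dosing: Compound at 6.6 µM | Controls: Nicardipine and DMSO wells | Reagent: JC-1 as fluorescent efflux pump substrate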
# RGS4-Gao reg – modulators of RGS4 binding to Galphao, primary screen, biochemical, multiplexed bead flow cytometry | actives lie on both sides | binding response (% of control), % at 10 µM | hit rate 0.33% among 220,000; in the data active = binding response below about 49% or above about 150%; inactive = in between;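 note: fluorescent Galphao activated with aluminum fluoride binding bead-coupled RGS4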
# Target sequence (P09471 whole entry, looked up): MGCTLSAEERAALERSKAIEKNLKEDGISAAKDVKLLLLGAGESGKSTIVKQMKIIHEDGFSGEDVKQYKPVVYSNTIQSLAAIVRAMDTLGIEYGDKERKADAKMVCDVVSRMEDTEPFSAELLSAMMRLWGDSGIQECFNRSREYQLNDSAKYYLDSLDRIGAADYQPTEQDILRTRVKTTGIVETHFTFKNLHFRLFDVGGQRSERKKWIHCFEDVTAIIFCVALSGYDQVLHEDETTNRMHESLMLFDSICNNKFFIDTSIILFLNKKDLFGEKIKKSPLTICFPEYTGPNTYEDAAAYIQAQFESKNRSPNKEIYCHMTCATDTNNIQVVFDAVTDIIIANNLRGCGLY
# RGS7-Gao reg – RGS7-Galphao binding modulators, primary screen, biochemical, multiplexed bead flow cytometry. actives lie on both sides. binding response (% of control), % at 10 µM. AID 1439, 2008. hit rate 0.35% among 220,000. Guanine nucleotide-binding protein G(o) subunit alpha (Homo sapiens), P09471; in the data active = binding response below about 49% or above about 150%; inconclusive = no clear call, values can overlap the other calls; inactive = in between;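 note: fluorescent Galphao held in activated GDP-AlF4 state binding bead-coupled RGS7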
# GSH bead fluor – compound fluorescence on glutathione beads, profiling panel, artefact control, biophysical, 488/530 nm, flow cytometry; GSH beads flow cytometry, compound fluorescence 488/530 nm; active compounds read high; fluorescence (KMESF) at 10 µM; hit rate 0.25% among 190,000; in the data active = fluorescence above about 89;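 note: glutathione beads carrying GST-tagged Bcl family fusion proteins plus one bare bead set; values are compound well signal with DMSO vehicle wells as background; inactives centre near 16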
# Bcl-B Bim block – inhibitors of Bim-Bcl-B binding, primary screen, biochemical, multiplexed, human Bcl-2 family; hit rate 0.073% among 190,000; bead-based flow cytometry, Bim peptide-Bcl-B binding; inhibition, % at 10 µM; AID 951, 2007;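 note: 0% = tracer peptide without compound and 100% = reference inhibitor peptide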
# Target sequence (Q9HD36 whole entry, looked up): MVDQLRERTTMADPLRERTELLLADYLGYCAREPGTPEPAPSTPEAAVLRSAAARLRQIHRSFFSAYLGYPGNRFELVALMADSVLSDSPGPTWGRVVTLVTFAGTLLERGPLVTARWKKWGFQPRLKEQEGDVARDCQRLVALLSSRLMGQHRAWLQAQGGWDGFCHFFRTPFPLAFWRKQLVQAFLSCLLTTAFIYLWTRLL
# ABCB1 inh – ABCB1 efflux pump inhibitors, primary screen, cell-based, multiplex, flow cytometry, ABCG2 counter-screen; CCRF-Adr cells, JC-1 efflux; inhibition, % at 6.6 µM; hit rate 0.067% among 190,000; ATP-dependent translocase ABCB1 (Homo sapiens), P08183; AID 1326, 2008; in the data active = inhibition above about 40%;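 note: 0% = vehicle and 100% = reference inhibitor; higher value means more JC-1 retained so stronger ABCB1 efflux block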
# Numbers without * were called inactive; ? = inconclusive; . = no result given. Cut-off read from the data, not from the text of the source, unless noted: active = inhibition above about 40%. This is a random part of the collection; overall some 1.3% were active at least once.
SMILES,Bcl-XL Bim block,Bim-Bcl-2,Bcl-W Bim block,Bim-Bfl-1,Avidin fluor,ABCG2 inh,RGS4-Gao reg,RGS7-Gao reg,GSH bead fluor,Bcl-B Bim block,ABCB1 inh
CCC(C)c1ccccc1OCCOCCN1CCCC1 (stereo unspecified),-4.0,0.0,0.0,-2.0,13,15.0,104.7,104.6,4,-3.0,-0.5
COc1cccc(C(=O)N2c3ccccc3Sc3ccccc32)c1,-6.0,-4.0,0.0,-17.0,19,15.3,98.3,100.3,18,-10.0,1.3
COc1ccc([N+](=O)[O-])cc1N(CC(=O)N1CCOCC1)S(C)(=O)=O,0.0,0.0,0.0,-4.0,5,0.5,95.2,93.9,11,0.0,0.0
COc1ccc(/C=C/C(=O)N2c3ccccc3Sc3ccc(C(F)(F)F)cc32)cc1,-2.0,-5.0,-4.0,-1.0,11,1.6,103.5,103.1,12,-3.0,0.1
COC(=O)c1ccccc1NC(=O)C1CCN(C(=O)c2cc(OC)c(OC)c(OC)c2)CC1,-7.0,-9.0,-5.0,-16.0,31,13.5,99.4,102.2,26,-10.0,1.3
COCCn1c(SCC(N)=O)nnc1-c1c[nH]c2ccccc12,-3.0,-4.0,-1.0,-9.0,7,5.0,98.6,97.0,15,-5.0,1.1
NC(=O)c1ccccc1NS(=O)(=O)Cc1ccc(Cl)cc1,0.0,1.0,-3.0,0.0,39,0.5,99.6,96.7,12,1.0,0.3
CC(C)CCSc1nc2[nH]ncc2c(=O)[nH]1,-2.0,4.0,1.0,-3.0,24,0.1,102.8,101.8,18,4.0,0.0
COc1ccc(/C=C/c2c([N+](=O)[O-])c(=O)n(C)c(=O)n2C)cc1OC,5.0,-6.0,-3.0,-11.0,10,6.9,105.3,100.0,44,-7.0,0.6
CC(=O)NC1=NN(C(C)=O)C(C)(CC(=O)OC(C)(C)C)S1 (stereo unspecified),-2.0,0.0,-2.0,-8.0,9,-0.2,102.2,104.9,9,-3.0,0.2
Nc1nc(-c2ccc(Cl)cc2)c(S(=O)(=O)c2ccccc2)s1,0.0,-1.0,-1.0,-3.0,10,2.9,100.7,95.3,18,-4.0,0.9
CC(C)COc1ccc(C(=O)Nc2ccccc2[N+](=O)[O-])cc1,-3.0,-2.0,-3.0,-11.0,16,14.8,98.2,100.9,18,-5.0,0.9
NS(=O)(=O)c1ccc(CCNC(=O)Cc2ccccc2[N+](=O)[O-])cc1,-5.0,-1.0,0.0,-3.0,10,1.1,104.6,?,17,-8.0,0.0
CC(=O)C1=C(O)C(=O)N(Cc2ccco2)C1c1ccccc1F (stereo unspecified),-3.0,-2.0,-1.0,-4.0,9,-0.7,101.2,99.9,12,-2.0,0.6
O=C(/C=C/c1ccccc1)N/C(=C/c1ccccc1)C(=O)Nc1ccccc1O,0.0,0.0,0.0,-2.0,9,3.2,98.7,99.2,18,-1.0,0.7
COC(=O)c1ccccc1NC(=O)c1cc(-c2ccc(C)cc2)on1,-2.0,0.0,-3.0,-1.0,13,2.9,101.3,102.2,24,-5.0,1.2
COc1ccc(S(=O)(=O)N2CCN(C(=O)NC3CCCCC3)CC2)cc1OC,-4.0,-5.0,0.0,-14.0,13,-1.0,101.5,101.2,28,-12.0,-0.1
CC(=O)Nc1ccc(/C=N/NC(=O)CNS(=O)(=O)c2ccccc2)cc1,.,?,.,.,28,3.2,105.0,111.0,26,.,0.9
CC1=C(C(=O)OCC(C)C)C(c2ccsc2)NC(=O)N1 (stereo unspecified),-6.0,-8.0,-1.0,-19.0,10,7.2,103.4,98.8,24,-4.0,0.6
COc1ccc(CNCc2cccc(OC)c2OC)cc1Br,-4.0,-3.0,-2.0,-5.0,11,-0.2,96.4,?,12,-4.0,0.4
c1ccc2nc(N3CCN(Cc4ccc5c(c4)OCO5)CC3)cnc2c1,-1.0,2.0,-3.0,5.0,8,-2.0,106.1,109.0,21,-1.0,5.5
O=C(O)C1CCN(Cc2ccccn2)CC1,0.0,0.0,-3.0,-6.0,11,0.4,100.6,101.9,24,1.0,0.4
NS(=O)(=O)c1cc(C(=O)OCC(=O)c2ccccc2)c(Cl)cc1Cl,0.0,-3.0,2.0,3.0,3,23.1,111.3,105.5,12,-3.0,35.3
COc1ccc(C)cc1NC(=O)C(=O)NCc1ccncc1,7.0,-11.0,0.0,-12.0,10,0.1,100.6,100.5,25,-9.0,0.2
CC(c1ccccc1)N1C(=O)c2ccc(C(=O)NCc3ccco3)cc2C1=O (stereo unspecified),-7.0,-8.0,-1.0,-23.0,24,37.9,99.3,100.5,19,-8.0,2.0
NS(=O)(=O)c1ccc(NC(=O)N[C@@H](Cc2ccccc2)C(=O)O)cc1,-4.0,-1.0,-4.0,2.0,6,8.1,102.3,101.7,61,-2.0,0.7
COCCNC(=O)c1cnn2c1NC(c1ccco1)CC2C(F)(F)F (stereo unspecified),-9.0,-3.0,-7.0,-3.0,22,1.4,108.5,108.4,12,-11.0,0.0
Cc1cc(N2CCCCC2)nc2ccc(NC(=O)c3ccc(Br)o3)cc12,-7.0,-8.0,-2.0,-7.0,6,-0.4,129.0,114.3,36,-7.0,0.3
CC(Sc1nnc(COc2ccc3ccccc3c2)n1C)C(=O)O (stereo unspecified),3.0,-8.0,0.0,-11.0,4,10.3,100.4,105.6,59,-5.0,1.3
CC(C)CNC(=O)Nc1ccc(F)c(Cl)c1,0.0,-3.0,1.0,-2.0,13,15.2,98.6,103.4,14,-7.0,0.0

# Reformatted with two lines to a compound: three of the compounds above
# Value order – Bcl-XL Bim block	Bim-Bcl-2	Bcl-W Bim block	Bim-Bfl-1	Avidin fluor	ABCG2 inh	RGS4-Gao reg	RGS7-Gao reg	GSH bead fluor	Bcl-B Bim block	ABCB1 inh
> O=C(/C=C/c1ccccc1)N/C(=C/c1ccccc1)C(=O)Nc1ccccc1O
→ 0.0	0.0	0.0	-2.0	9	3.2	98.7	99.2	18	-1.0	0.7
> c1ccc2nc(N3CCN(Cc4ccc5c(c4)OCO5)CC3)cnc2c1
→ -1.0	2.0	-3.0	5.0	8	-2.0	106.1	109.0	21	-1.0	5.5
> COCCNC(=O)c1cnn2c1NC(c1ccco1)CC2C(F)(F)F (stereo unspecified)
→ -9.0	-3.0	-7.0	-3.0	22	1.4	108.5	108.4	12	-11.0	0.0

# Additional entries.
SMILES,Bcl-XL Bim block,Bim-Bcl-2,Bcl-W Bim block,Bim-Bfl-1,Avidin fluor,ABCG2 inh,RGS4-Gao reg,RGS7-Gao reg,GSH bead fluor,Bcl-B Bim block,ABCB1 inh
CN(C)c1ccc(/C=C/c2nnnn2-c2ccccc2)cc1,-6.0,-7.0,-5.0,-5.0,15,5.8,105.5,100.6,9,-7.0,0.2
COc1ccc(N2C(=O)CC(Nc3ccc(C)cc3)C2=O)cc1 (stereo unspecified),-8.0,-13.0,0.0,-13.0,7,-0.8,104.8,103.2,33,-9.0,-0.3
O=C(CN1CCC(Cc2ccccc2)CC1)N1CCc2ccccc2C1,-2.0,-4.0,-2.0,-6.0,8,-1.0,104.2,?,16,-5.0,0.1
Cc1nnc(SCc2ccccc2Cl)n1CC1CCCO1 (stereo unspecified),2.0,-1.0,0.0,-1.0,4,0.1,98.8,102.2,22,-2.0,0.0
O=C(O)c1ccc(CNCc2c(Cl)cccc2Cl)cc1,-11.0,-6.0,-3.0,-13.0,9,3.3,97.6,98.4,34,-10.0,0.3
CCOC(=O)N1CCN(C(=O)CSc2nnc(-c3cccc(Cl)c3)o2)CC1,-9.0,-3.0,-3.0,-6.0,28,8.5,103.1,103.7,14,-5.0,0.8
S=C(NCc1ccco1)N1CCN(c2nc(-c3ccccc3)cs2)CC1,0.0,-3.0,0.0,-2.0,9,4.5,105.0,93.9,11,-9.0,0.4
COc1ccc(CC(=O)Nc2nnc(C(C)(C)C)s2)cc1OC,-6.0,2.0,1.0,-3.0,10,7.3,99.3,98.8,13,-3.0,0.9
CS(=O)(=O)N(CC(=O)N1CCCCC1)c1sc2c(c1C#N)CCCC2,-1.0,0.0,1.0,0.0,22,3.3,100.4,101.7,10,-3.0,1.7
Cc1[nH]c2ccccc2c1-c1ccc(Cl)nn1,-3.0,-4.0,0.0,-5.0,11,2.1,101.1,99.8,12,-2.0,0.3
Cc1ccc(F)c(NC(=O)c2ccc(Cn3cc(Cl)cn3)cc2)c1,1.0,0.0,0.0,-5.0,8,3.2,102.2,96.6,16,-5.0,0.6
COc1ccccc1C(C)NCC(=O)Nc1c(F)cccc1F (stereo unspecified),-4.0,-8.0,0.0,-4.0,6,-0.8,99.7,97.3,13,-5.0,0.1
O=C(N/C(=C/c1ccccc1)C(=O)N1CCCCCC1)c1ccccc1,-3.0,-5.0,-1.0,-3.0,9,-1.6,86.1,96.3,27,-2.0,0.3
CC(=O)Nc1ccc2[nH]c(C)c(CC=C(Cl)Cl)c(=O)c2c1,-4.0,0.0,-1.0,-5.0,10,-0.9,88.7,91.5,46,1.0,0.0
Cc1ccc(C(=O)/C=C/C(=O)c2ccc(C)cc2)cc1,0.0,0.0,2.0,7.0,6,-1.5,99.0,?,15,-5.0,-0.4
c1ccc(Sc2ncnc3c2oc2ccccc23)nc1,-2.0,-6.0,-1.0,-14.0,13,30.1,96.8,98.7,36,-4.0,0.0
CCCCCn1c(=O)[nH]c2cc(C(=O)O)ccc2c1=O,-6.0,-1.0,0.0,-6.0,8,-0.5,102.5,101.6,24,-5.0,-0.1
Cc1ccccc1S(=O)(=O)/N=C(/c1ccccc1)N1CCOCC1,0.0,2.0,2.0,-4.0,22,0.6,103.8,117.0,26,-1.0,0.4
COc1ccc(C(=O)COC(=O)CCC(=O)c2cccs2)cc1,-3.0,-3.0,0.0,-5.0,22,-0.4,126.0,132.7,14,-2.0,-0.2
Cn1cnnc1Sc1ccc(/C=C/C(=O)c2ccc(O)cc2)cc1[N+](=O)[O-],5.0,-1.0,4.0,3.0,20,-0.2,101.8,100.2,8,1.0,-0.4
Cc1cc([N+](=O)[O-])nn1CC(=O)NCc1cccs1,-7.0,-12.0,0.0,-14.0,12,-0.4,105.0,106.0,31,-7.0,0.0
Cc1cc(NC(=O)c2ccc(N3C(=O)CCC3=O)cc2)no1,-1.0,-11.0,-1.0,-18.0,15,1.3,99.6,97.3,28,-6.0,0.0
COc1ccc2c(c1)c1ccccc1n2C,-4.0,-8.0,-1.0,-15.0,19,-1.8,101.0,97.8,23,-7.0,-0.3
COc1ccc(-c2cc(-c3ccc(OC)cc3)nc(-c3ccc4c(c3)NC(=O)CO4)c2)cc1,-1.0,0.0,3.0,4.0,10,1.0,99.5,101.2,16,3.0,0.0
O=C(Cn1cc(C(=O)c2cccs2)c2ccccc21)NCc1cccs1,-6.0,-5.0,-3.0,0.0,13,-0.3,103.9,106.1,23,-5.0,-0.2
